Compound activity from PubChem BioAssay.
CXCR6 block: CXCR6 (human) receptor inhibition | actives 0.36% (n = 360,000) | O00574 | inhibition, % at 20 µM | CHO-K1 PathHunter CXCR6 beta-arrestin, luminescence | AID 602244; in the data active means inhibition above about 34%, passing the limit was not always enough;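 further: antagonist mode with CXCL16 agonist at 10 nM final; 0% = 10 nM CXCL16 with DMSO and 100% = unstimulated wells without agonist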
Target sequence (O00574 whole entry, looked up): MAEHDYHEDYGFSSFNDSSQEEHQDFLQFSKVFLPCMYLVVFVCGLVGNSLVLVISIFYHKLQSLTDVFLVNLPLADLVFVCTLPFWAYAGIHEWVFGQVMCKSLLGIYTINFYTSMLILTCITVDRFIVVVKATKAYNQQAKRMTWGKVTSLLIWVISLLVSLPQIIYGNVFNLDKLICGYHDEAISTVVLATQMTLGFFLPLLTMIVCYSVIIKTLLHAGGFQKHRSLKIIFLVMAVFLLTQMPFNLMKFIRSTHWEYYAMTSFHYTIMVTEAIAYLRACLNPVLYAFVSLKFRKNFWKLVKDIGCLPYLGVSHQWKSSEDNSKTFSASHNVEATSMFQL
EBI2 antag: antagonists of human EBI2 receptor. P32249. AID 651636. inhibition, % at 5 µM. EBI2 beta-arrestin recruitment, luminescence, 7a,25-OHC stimulated. actives 0.81% (n = 360,000); in the data active means inhibition above about 38%;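 further: enzyme fragment complementation signal reports receptor beta-arrestin coupling in cells; 0% = agonist plus DMSO wells and 100% = wells without agonist; some results beyond the cut were filed as inactive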
Target sequence (P32249 whole entry, looked up, the tested form may be a part): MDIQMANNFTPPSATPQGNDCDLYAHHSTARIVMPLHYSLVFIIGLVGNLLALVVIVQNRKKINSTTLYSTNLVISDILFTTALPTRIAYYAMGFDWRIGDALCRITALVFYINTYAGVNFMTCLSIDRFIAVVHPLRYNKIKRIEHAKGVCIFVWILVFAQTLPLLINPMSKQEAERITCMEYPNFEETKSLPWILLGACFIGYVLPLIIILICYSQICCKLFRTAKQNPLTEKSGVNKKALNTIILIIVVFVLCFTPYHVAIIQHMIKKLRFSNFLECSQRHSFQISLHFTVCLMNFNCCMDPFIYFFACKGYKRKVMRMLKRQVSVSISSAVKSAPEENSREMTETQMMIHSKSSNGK
697 NFkB inh: inhibitors of the PMA/ionomycin-induced NF-kB reporter in 697 B cells; 697 B-cell NF-kB luciferase reporter, 16 h; inhibition, % at 4 µM; actives 0.33% (n = 330,000); AID 435022; in the data active means inhibition above about 35%
CCR6 antagonist: antagonists of human CCR6 receptor. P51684. CHO-K1 CCR6 PathHunter beta-arrestin, luminescence, CCL20-stimulated. inhibition, % at 20 µM. actives 0.49% (n = 340,000);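 active means compounds whose inhibition of the agonist-driven luminescence signal at 20 µM reaches about 50%, limit read from the data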;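 further: cells stimulated with CCL20 at 14 nM final; plate controls were DMSO with CCL20 for no effect and DMSO without agonist for full effect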
Target sequence (P51684 whole entry, looked up): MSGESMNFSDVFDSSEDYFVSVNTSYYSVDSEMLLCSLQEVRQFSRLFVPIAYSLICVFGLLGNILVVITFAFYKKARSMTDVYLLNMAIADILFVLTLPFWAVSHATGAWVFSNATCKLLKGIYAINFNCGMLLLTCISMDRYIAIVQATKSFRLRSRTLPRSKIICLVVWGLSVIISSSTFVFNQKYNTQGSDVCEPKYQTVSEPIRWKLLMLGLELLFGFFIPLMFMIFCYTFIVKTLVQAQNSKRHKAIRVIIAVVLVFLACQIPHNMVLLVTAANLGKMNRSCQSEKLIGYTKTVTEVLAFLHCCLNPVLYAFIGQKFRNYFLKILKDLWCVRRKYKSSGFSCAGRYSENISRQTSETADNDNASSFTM
UPR XBP1 act: activators of adaptive arm of unfolded protein response (XBP1); CHO-XBP1 luciferase reporter, IRE1-XBP1 UPR activation, luminescence; percent of tunicamycin response, DMSO as zero; activation, % at 20 µM; actives 0.33% (n = 330,000); AID 463104;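 active means versus positive control, 20 µM dose yields 30% or more activation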;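 further: 100% = tunicamycin at 10 µg/mL and 0% = DMSO only wells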
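Signal: luciferase luminescence; Assay system: CHO-XBP1 luciferase reporter cells; Amount: one thousand reporter cells per well; Dosing: 20 µM single concentration, DMSO 1%; Benchmarks: high control tunicamycin 10 µg/mL final, low control DMSO vehicle only; Schedule: 6 h compound exposure at 37 °C, 5% CO2; Evaluation: percent activation relative to tunicamycin reference.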
Mdm2 MdmX PPI: disrupts the human Mdm2-MdmX interaction; SaOS-2 split-luciferase Mdm2/MdmX complementation, luminescence; AID 485346; actives 3% (n = 330,000); inhibition, % at 8 µM;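 active means inhibition of at least 50% at 8 µM in the primary screen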
Jurkat NFkB inh: inhibitors of the PMA/ionomycin-induced NF-kB reporter in Jurkat cells; PMA/ionomycin-induced NF-kB luciferase reporter, luminescence; inhibition, % at 4 µM; actives 0.53% (n = 330,000); AID 435003; in the data active means inhibition above about 50%
Gli-Sufu antag: antagonists of Gli-Sufu signaling; Sufu-KO-LIGHT fibroblasts, Gli luciferase reporter luminescence; inhibition, % at 5 µM; actives 0.74% (n = 340,000); AID 588413;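 active means inhibition above about 55%, limit read from the data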;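 further: 0% = DMSO-treated cells and 100% = wells with medium but no cells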
CHOP UPR activ: activators of apoptotic arm of unfolded protein response (CHOP). activation, % at 10 µM. AID 449763. actives 0.34% (n = 330,000). CHO-CHOP luciferase reporter, UPR activation, luminescence; percent of tunicamycin response over DMSO baseline;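 active means at 10 µM dose, activation of 40% or more, normalized to positive control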;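 further: 100% = tunicamycin at 10 µg/mL and 0% = DMSO alone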
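System: CHO-CHOP luciferase reporter cell line; amount: 500 cells/well; buffer or medium: F12 medium containing 10% fetal bovine serum; incubation: 6 h compound exposure at 37 °C after overnight seeding; measured by: luciferase luminescence after 10 min with Steady-Glo reagent; evaluation: % reporter activation, DMSO baseline versus tunicamycin full activation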
* = called active by the depositor; · = not tested or not shown. Random draw from the library; any-hit rate near 5%.

SMILES | CXCR6 block | EBI2 antag | 697 NFkB inh | CCR6 antagonist | UPR XBP1 act | Mdm2 MdmX PPI | Jurkat NFkB inh | Gli-Sufu antag | CHOP UPR activ
Cc1cc(C)c2nc(NC(=O)[C@@H](NC(=O)c3cccc(S(=O)(=O)N4CCOCC4)c3)C(C)C)sc2c1 | 5 | 19 | 54* | 11 | 4 | 16 | 10 | 1 | 2.9
CC1=CCC2C(=O)N(c3cccc(C(=O)NC(C)c4ccccc4)c3)C(=O)C2C1 (stereo not drawn) | -4 | -5 | 5 | 7 | -7 | 1 | 1 | 6 | 0.6
O=C(Nc1c2c(nn1-c1ccc(Cl)cc1)CS(=O)(=O)C2)c1ccc2c(c1)OCO2 | -8 | 1 | 23 | -8 | -2 | 12 | 3 | -1 | -2.6
O=C1N=C(N2CCOCC2)S/C1=C\c1ccccc1OS(=O)(=O)c1ccccc1 | 2 | 8 | -4 | 10 | -2 | 28 | -9 | 6 | 5.7
NC(=O)C1CCN(c2nnnn2-c2ccccc2)CC1 | 0 | -2 | -4 | 7 | -2 | 30 | 4 | 2 | -0.5
COc1ccccc1Nc1cc(C(=O)NCc2cccnc2)c2ccccc2n1 | 7 | 6 | -66 | 20 | 5 | -12 | -20 | -3 | -3.6
O=C(NCCCN1CCOCC1)c1ccccc1NS(=O)(=O)c1cc([N+](=O)[O-])ccc1Cl | 1 | 5 | 8 | -9 | -2 | -20 | 7 | 5 | -0.4
Cn1c(SCC(=O)NCCc2ccccc2)nc2c([nH]c3ccccc32)c1=O | 0 | 16 | -6 | -8 | -2 | 17 | -7 | -1 | -0.5
Cc1ccc2c(C)c(C(=O)NCc3ccc(S(N)(=O)=O)cc3)oc2c1C | 0 | -7 | -2 | 14 | 0 | 48 | 2 | 59* | -0.1
O=C(C[n+]1cccc2ccccc21)c1ccc(Cl)cc1 | 6 | -1 | 13 | -6 | 1 | 5 | -13 | 50 | 1.1
CC(C)Cc1ccc(S(=O)(=O)N2CCN(C(=O)c3ccco3)CC2)cc1 | -5 | -2 | 8 | 19 | -5 | 5 | 24 | 12 | -0.7
COCCn1c(NC(=S)NC(=O)C23CC4CC(CC(C4)C2)C3)cc(=O)[nH]c1=O | 16 | 20 | -21 | 39 | -1 | 3 | -4 | 8 | -0.3
O=C(O)c1cn(-c2ccc(F)cc2)c2cc(N3CCNCC3)c(F)cc2c1=O | 2 | -5 | · | 2 | · | · | · | 2 | ·
COc1ccc(C2=NOC(C(=O)Nc3cc(Br)ccc3O)C2)cc1OC (stereo not drawn) | -5 | 4 | 1 | -1 | 1 | -14 | 6 | -1 | -1.4
Cc1ccc(S(=O)(=O)N2[C@@H](c3ccccc3F)C(C(=O)O)=CC[C@H]2c2ccc(Cl)c(Cl)c2)cc1 | -3 | 2 | 17 | 2 | 3 | 9 | 2 | 7 | 0.9
C[n+]1ccc(/C=C/c2ccccc2O)c2ccccc21 | -3 | 1 | 0 | 11 | -1 | 9 | 13 | 2 | 0.1
COc1ccc(N2CCN(C(=O)CSc3nnc(NC(=O)C4CCC4)s3)CC2)cc1 | 3 | 3 | -3 | -6 | -1 | 1 | -4 | 8 | -1.4
CCCOC(=O)Nc1cc(OC)c(Cl)cc1OC | -1 | 36 | 7 | 16 | -1 | 32 | 9 | -1 | -2.1
O=C(c1cc(-c2cccc(Br)c2)nc2ccccc12)N1CCCC1 | -3 | 1 | -17 | -3 | -4 | 21 | 15 | 5 | 1.8
Cc1ccc(C)c(NC(=O)CN(C)C(C)C(=O)N2CC(C)CC(C)C2)c1 (stereo not drawn) | 0 | 2 | -4 | -1 | 0 | -9 | 8 | 15 | 0.5
C[C@H]1CN([C@@H](C)CO)C(=O)Cc2cc(NC(=O)CCC(F)(F)F)ccc2O[C@H]1CN(C)CC1CC1 | -6 | -20 | 19 | 8 | -1 | 24 | 13 | 1 | -1.2
Fc1ccc(-c2nc3c(-c4ccccc4)cnn3cc2CCN2CCOCC2)cc1 | -2 | 5 | 2 | 4 | -2 | -7 | -4 | 39 | -0.9
Cc1c(C)c2ccc(OCC(=O)NC(Cc3ccc(Cl)cc3)C(=O)O)cc2oc1=O (stereo not drawn) | 8 | 1 | 2 | -11 | 0 | -4 | 10 | 5 | -1.9
CCOc1ccc(N2C(=O)C(CC(=O)Nc3ccc(F)cc3)N(Cc3ccccn3)C2=S)cc1 (stereo not drawn) | 2 | 0 | 17 | -1 | -2 | 24 | -3 | -4 | -1.1
Cc1ccc(NC(=O)Cn2ccsc2=N)cc1S(=O)(=O)N(C)C | -4 | -2 | 9 | 12 | 1 | -1 | 1 | -7 | 0.4
CCOC(=O)C1(CCOC)CCN(CC(C)Cc2ccc3c(c2)OCO3)CC1 (stereo not drawn) | 7 | 8 | 1 | 6 | -4 | -36 | -5 | 28 | 0.3
O=C(CN1C2CCC1CC(NC(=O)C1CC1)C2)NCc1ccccc1 (stereo not drawn) | 10 | -1 | 1 | -4 | 2 | -20 | 12 | 2 | -0.2
NC(=O)CCC(NS(=O)(=O)c1ccc(Cl)cc1)C(=O)NCc1ccccc1 (stereo not drawn) | · | · | -12 | · | -2 | -2 | 1 | · | 0.7
CCn1cc(C(=O)NCc2ccco2)c(=O)c2cc(S(=O)(=O)N3CCC(C)CC3)ccc21 | 8 | 5 | 20 | 18 | -2 | 11 | 6 | 19 | -1.0
O=C(NC1CCCC1)C1CCN(C(=O)c2cccc(Cl)c2)CC1 | 1 | 6 | -13 | 20 | -6 | -41 | -13 | -8 | -1.1
COc1cc(C(=O)O)cc(Br)c1OC1CCCC1 | 4 | -2 | -7 | -1 | -3 | -9 | -14 | 8 | 0.0
CCCCN(C(=O)c1ccccc1F)c1c(N)n(CCC)c(=O)[nH]c1=O | 2 | -5 | 17 | 5 | -4 | 1 | 8 | -33 | -1.9
CCN(CC)C(=O)Oc1nnc(SC(C)C)n1-c1ccc(Cl)c(Cl)c1 | 8 | -2 | -2 | 7 | -5 | 25 | -7 | -1 | -1.5
CN(Cc1cccnc1)C(=O)c1ccc(Cl)c(NS(=O)(=O)c2ccc(F)cc2)c1 | 6 | 4 | 1 | 2 | 0 | 6 | 7 | -7 | 0.5
CC(=O)OC(C(=O)NC1CCCCC1)c1ccccc1Cl (stereo not drawn) | -5 | -6 | 15 | 21 | 1 | 14 | 1 | 0 | 1.0
CN(C(=O)c1cccc(NC(=O)Cc2ccc(NC(=O)C3CCCN(C(=O)C4CCCCC4)C3)cc2)c1)C1CC1 (stereo not drawn) | 7 | -14 | · | 5 | · | · | · | -3 | ·

Molecules listed so far with an aryl thioether with sulfur outside any ring (3):
SMILES | CXCR6 block | EBI2 antag | 697 NFkB inh | CCR6 antagonist | UPR XBP1 act | Mdm2 MdmX PPI | Jurkat NFkB inh | Gli-Sufu antag | CHOP UPR activ
Cn1c(SCC(=O)NCCc2ccccc2)nc2c([nH]c3ccccc32)c1=O | 0 | 16 | -6 | -8 | -2 | 17 | -7 | -1 | -0.5
COc1ccc(N2CCN(C(=O)CSc3nnc(NC(=O)C4CCC4)s3)CC2)cc1 | 3 | 3 | -3 | -6 | -1 | 1 | -4 | 8 | -1.4
CCN(CC)C(=O)Oc1nnc(SC(C)C)n1-c1ccc(Cl)c(Cl)c1 | 8 | -2 | -2 | 7 | -5 | 25 | -7 | -1 | -1.5

Next section
SMILES | CXCR6 block | EBI2 antag | 697 NFkB inh | CCR6 antagonist | UPR XBP1 act | Mdm2 MdmX PPI | Jurkat NFkB inh | Gli-Sufu antag | CHOP UPR activ
CCOC(=O)C1[C@H]2C(=O)N(CCCOC)C[C@]23C=C[C@H]1O3 (stereo partly drawn) | -4 | -2 | 18 | -10 | 2 | 19 | 19 | 9 | -0.8
Cc1ccc(S(=O)(=O)CC(=O)c2ccc(C)c([N+](=O)[O-])c2)cc1 | 3 | 1 | 6 | 15 | -2 | -13 | -2 | -67 | 0.8
Cc1ccc(NC(=O)COc2cccc(-n3cnnn3)c2)cc1S(=O)(=O)N1CCOCC1 | -12 | -12 | 17 | 0 | -2 | -9 | 14 | -1 | -0.6
CC(C)N1CC(C(=O)Nc2ccc(Cl)c(Cl)c2)CC1=O (stereo not drawn) | -3 | -4 | 6 | 2 | 1 | 11 | 6 | 7 | 0.0
CCCN(CC(=O)Nc1ccccc1C)C(=O)CSc1ccccc1C | 1 | 1 | 7 | -4 | -2 | -9 | -3 | 6 | 2.6
COC(=O)c1c(CSc2ccc(C)c(C)c2)noc1C(=O)NCc1ccc(OC)cc1 | 8 | 21 | -7 | 20 | -2 | -25 | 19 | 23 | 0.3
O=C(Cn1ncc2c3ccccc3n(Cc3ccccc3)c2c1=O)NCc1ccccn1 | 5 | -11 | -17 | 9 | -1 | 13 | -7 | 29 | -2.2
CC(C)OC(=O)c1cc2c(=O)[nH]c(C(Cl)(Cl)Cl)nc2o1 | 7 | -4 | 14 | 5 | 0 | 28 | 16 | 21 | 0.3
Cc1cccc(NC(=O)c2cc(Cl)nc3ccccc23)n1 | 2 | 8 | 6 | 11 | -1 | 8 | 12 | 5 | 0.1
COc1ccc(/C=N/NC(=O)c2cccnc2)cc1CN1CCc2cc(OC)c(OC)cc2C1C (stereo not drawn) | -2 | -7 | 4 | 4 | 0 | 31 | 4 | -31 | -0.7
COc1ccccc1C(=O)Oc1ccc2ccc(=O)oc2c1 | -2 | -2 | -6 | 8 | 2 | 7 | -7 | 11 | 1.8
CCOC(=O)C1CCN(C(=O)Cc2ccc(C)cc2)CC1 | 4 | 2 | 22 | -16 | -1 | 8 | 4 | -4 | 0.7
C=C1CCN(c2ccc(C(=O)NCc3ccc(OC)cc3)cc2[N+](=O)[O-])CC1 | 19 | 7 | 2 | 25 | 1 | -47 | -13 | -31 | 2.5
CCOC(=O)C(NC(C)=O)(OCc1ccc(F)cc1)C(F)(F)F (stereo not drawn) | 11 | 0 | 1 | -14 | -4 | 18 | 1 | -7 | -0.1
C=CCn1c(=O)c2c3c(sc2n2c(Nc4ccccc4)nnc12)CCCC3 | 1 | 8 | 18 | -7 | 1 | -1 | -1 | 8 | 0.7
O=C(COc1ccc2c3c(c(=O)oc2c1)CCC3)NCCCN1CCOCC1 | -1 | 7 | -5 | 12 | -1 | 6 | -8 | 2 | 0.6
COCCNCc1ccccc1[N+](=O)[O-] | -5 | 0 | -1 | 4 | -2 | 0 | 3 | 3 | -0.4
COc1ccccc1/C=C/c1nc(S(=O)(=O)c2ccccc2)c(N2CCC(C(N)=O)CC2)o1 | 6 | 9 | 0 | 20 | -2 | 8 | 4 | 1 | -0.4
CC(=O)Nc1ccc(NC(=O)/C=C/c2cccc(C(F)(F)F)c2)cc1 | 2 | -6 | 23 | -2 | 2 | -22 | -6 | -3 | 14
CC1(C)CC(=O)C2=C(C1)N(CC1CCCO1)C(=O)C2(NC(=O)c1cccnc1)C(F)(F)F (stereo not drawn) | 1 | -3 | -3 | -5 | 3 | -29 | -11 | -2 | -0.8
C[C@H](NC(=O)c1nc[nH]c1C(=O)NCCCCCN)C(=O)OC(C)(C)C | 1 | -6 | -6 | -2 | -2 | 7 | -3 | -8 | 0.1
C/C(=N\Nc1nc(N2CCOCC2)nc(N2CCOCC2)n1)c1cccc([N+](=O)[O-])c1 | -23 | -8 | 4 | 10 | 0 | 21 | 1 | 5 | 0.4
